Dyrk1A ADPGlo = inhibitors of rat Dyrk1A kinase | Q63470 | ADP-Glo luminescence, NFATc1 peptide | inhibition, % at 12.5 µM | 310,000 tested, 0.43% active | AID 504441; in the data active means inhibition above about 50%;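 further: plate controls were vehicle with enzyme for no effect and no enzyme for full effect; many of its hits are not listed in these tables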
KCNQ1 inh = inhibitors of human KCNQ1 potassium channel. P51787. CHO-K1 KCNQ1, FluxOR thallium flux fluorescence; stronger effect = higher value. B-score at 10 µM. 310,000 tested, 1.3% active. AID 2642;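 active means compounds whose thallium flux B-score, printed positive for inhibition, exceeds three library SD while starting fluorescence stays within three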;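 further: channel opened by potassium depolarization with thallium stimulus after 20 min compound exposure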
KCNK3 block = human KCNK3 channel inhibition, primary screen; 340,000 tested, 0.84% active; B-score at 10 µM; CHO-KCNK3 thallium flux, FluxOR fluorescence; stronger effect = lower value;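 active means B-score under library mean minus 4 SD, starting fluorescence ratio at most library mean plus 5 SD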;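 further: more negative B-score means stronger inhibition of thallium flux through KCNK3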
Target sequence (O14649 whole entry, looked up): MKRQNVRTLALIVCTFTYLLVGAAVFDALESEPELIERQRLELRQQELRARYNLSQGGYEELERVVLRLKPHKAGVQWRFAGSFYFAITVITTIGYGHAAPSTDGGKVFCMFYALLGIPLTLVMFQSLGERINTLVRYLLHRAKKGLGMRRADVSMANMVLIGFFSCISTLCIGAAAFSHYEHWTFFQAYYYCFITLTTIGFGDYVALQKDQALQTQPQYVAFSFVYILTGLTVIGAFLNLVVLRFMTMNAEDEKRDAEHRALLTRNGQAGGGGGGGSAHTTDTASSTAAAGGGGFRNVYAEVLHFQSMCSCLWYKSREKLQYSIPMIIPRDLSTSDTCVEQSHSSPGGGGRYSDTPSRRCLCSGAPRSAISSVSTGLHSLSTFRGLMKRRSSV
hERG rescue = shields human hERG channel from block by proarrhythmic agents | Q12809 | 310,000 tested, 0.51% active | activation (rescue from dofetilide block), less the hit threshold, % at 10 µM | CHO-hERG, FluxOR thallium flux, dofetilide IC70 present;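 active means activation above the mean of controls blocked by dofetilide plus 5 SD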;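 further: thallium influx through hERG after potassium depolarization seen as dye fluorescence rise; in these data hits start at about 4.7%; inactives centre near -7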
KCNQ1 pot = potentiates or activates the human KCNQ1 potassium channel | 310,000 tested, 0.35% active | P51787 | B-score at 10 µM | CHO-K1 KCNQ1, thallium flux FluxOR fluorescence; stronger effect = higher value;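 active means fluorescence ratio B-score, a plate-corrected score, at least three library SD, with initial intensity B-score within 5 SD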
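Assay system: CHO-K1 cells stably expressing KCNQ1. Medium: assay buffer for compound exposure, DMSO matched across wells. Timing: 37 °C overnight plating, 90-min dark dye load, 20-min compound pretreatment. Signal: kinetic FluxOR fluorescence, 10 s baseline plus 110 s post-stimulus.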
TRPC4 agonist = opens the mouse TRPC4 cation channel; Q9QUQ5; HEK293 TRPC4beta/mu-opioid, Fluo4 calcium fluorescence; stronger effect = higher value; B-score at 10 µM; 310,000 tested, 0.49% active; AID 2237;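 active means B-score above 5 SD of library B-scores, and initial fluorescence ratio not above library mean plus 5 SD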;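 further: positive B-score marks a calcium rise read as TRPC4 activation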
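Assay system: HEK293 stable line with TRPC4beta plus mu-opioid receptor. Times: dye 45 min RT, read 110 s. Measured by: kinetic Fluo4 calcium fluorescence. Measure: B score of integrated ratio. Controls: assay buffer as low control, maximal DAMGO as high control.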
HDAC3 inh = inhibitors of human histone deacetylase 3; recombinant HDAC3, fluorogenic peptide/trypsin coupled, fluorescence; O15379; inhibition, % at 8.3 µM; 320,000 tested, 0.15% active; in the data active means inhibition above about 26%, passing the limit was not always enough; inconclusive means no clear call, values can overlap the other calls
TRPC4 PAM = TRPC4 (mouse) allosteric potentiation. 310,000 tested, 0.42% active. B-score at 10 µM. Q9QUQ5. HEK293 TRPC4beta/mu-opioid, DAMGO EC20, Fluo-4 Ca2+ flux; stronger effect = higher value. AID 2227;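 active means B-score of calcium response area above 5 SD of library B-scores, with initial fluorescence ratio within 5 SD of library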;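 further: B-score of integrated fluorescence ratio over time as area under calcium response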
ANO1 block = inhibitors of mouse TMEM16A calcium-activated chloride channel; normalized B-score (activity score, 25-100; higher = stronger inhibition) at 10 µM; HEK293 TMEM16A/YFP iodide influx fluorescence, ionomycin; 310,000 tested, 1.2% active; Q8BHY3; AID 588511;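 active means ratio plate-corrected score three or more library SD toward inhibition, starting fluorescence score within five deviations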;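 further: score derived from kinetic fluorescence span divided by baseline fluorescence per well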
TMEM16A act = activators or potentiators of mouse TMEM16A chloride channel; B-score at 10 µM; 340,000 tested, 0.3% active; Q8BHY3; HEK293 TMEM16A/YFP-H148Q/I152L, iodide quench fluorescence; stronger effect = lower value;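 active means fluorescence-ratio B-score plate-corrected deviation score at least 3 library SD below zero, with starting fluorescence score within 5 deviations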;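 further: channel opened by trigger with iodide after compound preincubation; score built on the fluorescence ratio of max minus min over baseline; more negative score means more quench and so TMEM16A activation or potentiation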
KCNK9 inh = human KCNK9 channel inhibition | Q9NPC2 | HEK293 KCNK9, FluxOR thallium flux fluorescence; stronger effect = lower value | B-score at 10 µM | 310,000 tested, 1.2% active | AID 488922;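 active means ratio B-score over 3 SD below the library mean, with starting fluorescence within 5 SD of its mean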;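 further: negative B-score means less thallium flux so channel inhibition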
Target sequence (Q9NPC2 whole entry, looked up): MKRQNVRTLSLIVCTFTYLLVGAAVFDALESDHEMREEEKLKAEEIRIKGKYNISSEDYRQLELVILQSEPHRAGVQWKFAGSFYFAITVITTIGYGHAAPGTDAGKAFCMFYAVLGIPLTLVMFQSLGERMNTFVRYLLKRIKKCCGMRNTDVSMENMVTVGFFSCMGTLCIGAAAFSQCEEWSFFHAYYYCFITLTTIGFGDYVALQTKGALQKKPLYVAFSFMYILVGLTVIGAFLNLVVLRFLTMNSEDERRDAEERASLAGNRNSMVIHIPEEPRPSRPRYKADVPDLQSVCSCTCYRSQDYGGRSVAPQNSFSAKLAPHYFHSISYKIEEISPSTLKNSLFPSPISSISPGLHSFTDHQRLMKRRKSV
Numbers without * were called inactive; i = inactive; ? = inconclusive; nt = not tested or not shown. These rows are one share of the data (hit frequency here may not be typical).

SMILES	Dyrk1A ADPGlo	KCNQ1 inh	KCNK3 block	hERG rescue	KCNQ1 pot	TRPC4 agonist	HDAC3 inh	TRPC4 PAM	ANO1 block	TMEM16A act	KCNK9 inh
CCN(CC)CCCNC(=O)c1ccc(CS(=O)(=O)c2ccccc2OC)o1	8.8	i	i	-9.0	i	i	2.9	i	i	i	i
Cc1cc(C)nc(SCC(=O)c2ccc(O)cc2O)n1	5.6	i	i	-8.6	i	i	10.2	i	i	i	i
Cc1cccc(C(=O)NNC(=O)c2ccc(F)cc2)c1	2.8	i	i	-5.6	i	i	-0.1	i	i	i	i
C(=N\N(c1ccccc1)c1ccccc1)/c1ccccn1	-4.3	i	-9.88*	-7.2	i	i	3.3	i	i	i	i
O=C(CN1CCN(c2ccccc2O)CC1)NC(=O)NC1CCCC1	nt	i	i	-8.1	i	i	-7.3	i	i	i	i
COc1ccc(S(=O)(=O)N2CCCCC2)cc1	3.2	i	i	-7.6	i	i	-4.7	i	i	i	i
O=C(Oc1ccc2ccc(=O)oc2c1)N1CCOCC1	3.7	i	i	-0.9	i	i	1.7	i	i	i	i
O=C(N/N=C/c1ccco1)c1ccc(NC(=O)c2ccc(Cl)cc2)cc1	-3.3	i	i	-1.5	i	i	-3.8	i	i	i	i
Cc1nn(C)c(Cl)c1C(=O)NCC(=O)Nc1ccc(C(C)C)cc1	15.6	i	i	-5.1	i	i	-2.8	i	i	i	i
C=C(C)c1cccc(C(C)(C)NC(=O)Nc2cc(C)ccc2OC)c1	3.0	i	i	-13.5	i	i	?	i	i	i	i
COC(=O)N1CCc2c(sc(NC(=O)C3COc4ccccc4O3)c2C(N)=O)C1 (centres undefined)	3.8	i	i	-9.5	i	i	2.6	i	i	i	i
COc1ccc(CCNC(=O)Cn2cccc2C(=O)c2ccccc2C)cc1OC	-0.1	i	i	-7.7	i	i	7.3	i	i	i	i
CCOc1ccc(N=C2NC(=O)S/C2=C\c2ccc(Cl)cc2)cc1	12.5	i	i	11.1*	i	i	-10.3	i	i	i	i
Cc1onc(-c2c(F)cccc2Cl)c1C(=O)OCC(=O)c1c[nH]c2ccccc12	-3.6	i	i	-11.8	i	i	4.3	i	i	i	i
Cc1ccc(C2=NS(=O)(=O)N(C)C(C(=O)NCc3ccc(F)cc3)=C2)cc1	3.7	i	i	-11.4	i	i	7.1	i	i	i	i
Cc1ccccc1OCC(=O)NNC(=O)C1CCN(c2ncnc3sc(C)c(C)c23)CC1	9.0	i	i	-12.1	i	i	1.2	i	i	i	i
COc1cccc(OC)c1C(=O)Nc1ccccc1Sc1ccccc1	nt	i	i	-8.7	i	i	-5.8	i	i	i	i
N=c1c2c3c(sc2ncn1CCN1CCOCC1)CCCC3	8.4	i	i	-15.1	i	i	-3.2	i	i	i	i
COC1CCCN(C(=O)c2cccc(OC3CCN(S(=O)(=O)N(C)C)CC3)c2)C1 (centres undefined)	-2.2	i	i	-1.9	i	i	0.1	i	i	i	i
COc1ccc(-c2nn(-c3ccccc3)cc2/C=C/C(=O)NCCCn2ccnc2)cc1OC	8.2	7*	i	-36.4	i	i	?	i	i	i	i
COC(=O)C1(C(F)(F)F)N=C2Sc3ccccc3N2C(N2CCOCC2)=N1 (centres undefined)	4.3	i	i	-8.5	i	i	1.9	i	i	i	i
CCN(C(=O)c1cc([N+](=O)[O-])ccc1NCc1cccnc1)c1ccccc1	-4.4	i	i	-5.6	i	i	2.4	i	i	i	i
CCOc1ccc(-c2ccc(SCC)nn2)cc1	3.4	i	i	-4.5	i	i	1.3	i	i	i	i
Cc1ccc(C(C(=O)NCc2ccco2)N(C(=O)Cc2cccs2)c2cccnc2)cc1 (centres undefined)	-0.9	i	i	2.2	i	i	-9.8	i	i	i	i
Cc1ccc(CCP(=O)(O)CN2CCOCC2)cn1	-5.2	i	i	-4.3	i	i	-5.5	i	i	i	i

Next part.
SMILES	Dyrk1A ADPGlo	KCNQ1 inh	KCNK3 block	hERG rescue	KCNQ1 pot	TRPC4 agonist	HDAC3 inh	TRPC4 PAM	ANO1 block	TMEM16A act	KCNK9 inh
Cc1ccc(NC(=S)c2nc3ccccc3s2)cc1	0.7	i	i	2.7	i	i	-2.0	i	i	i	i
Cc1cnc(NC(=O)C2(c3ccccc3)CC2)s1	-2.5	i	i	-6.3	i	i	?	i	i	i	i
COc1ccc(S(=O)(=O)CCC(=O)N2CCN(c3ccc(C(C)=O)cc3)CC2)cc1	-4.4	i	i	-3.1	i	i	4.5	i	i	i	i
COc1ccc(C(=O)N(c2ccccc2)C2C=CS(=O)(=O)C2)cc1 (centres undefined)	-4.2	i	i	-2.6	i	i	4.2	i	i	i	i
CCCCCCSC1=C(C#N)C(=O)NC2(CCCCC2)S1	-4.7	i	i	-10.3	i	i	nt	i	i	i	i
CC1(C)OC(=O)N(CCc2ccccc2)C1(C)O (centres undefined)	8.5	i	i	-12.9	i	i	-6.6	i	i	i	i
COc1ccc(OC(C)C(=O)NCC2CCCO2)cc1 (centres undefined)	2.3	i	i	-1.6	i	i	-1.4	i	i	i	i
COCCn1c(=O)[nH]c2cc(C(=O)Nc3cccc(C(C)=O)c3)ccc2c1=O	8.9	i	i	-8.5	i	i	-2.6	i	i	i	i
CCCn1c2ccccc2c2cnn(CC(=O)NCCCN3CCCCC3)c(=O)c21	6.3	i	i	-7.3	i	i	-9.3	i	i	i	i
NC(=NCCc1ccccc1)NS(=O)(=O)c1cccs1	2.1	i	i	-8.2	i	i	3.0	i	i	i	i
Cn1c(=O)c(C(=O)NCCO)c(O)c2ccccc21	5.9	i	i	-6.2	i	i	1.0	i	i	i	i
CCOc1ccc(NC(=O)C(=O)N/N=C/c2cccnc2)cc1	-2.0	i	i	-11.1	i	i	1.9	i	i	i	i
COc1ccc(NC(=O)c2cc(Br)ccc2Cl)c([N+](=O)[O-])c1	-0.1	i	i	-4.6	i	i	-3.7	i	i	i	i
CCC(C)c1ccc(O)c(NC(=O)c2cncc(Br)c2)c1 (centres undefined)	-5.0	i	i	-5.3	i	i	6.8	i	i	i	i
O=C(N/N=C/c1ccc(OCc2cnc(Cl)s2)cc1)c1ccncc1	3.2	i	i	-8.5	i	i	6.9	i	i	i	i
O=C(NCCN1CCOCC1)C1CCC(=O)N1C1CCCCC1 (centres undefined)	nt	i	i	2.3	i	i	-2.1	i	i	i	i
N#Cc1ccc(-c2ccc(OCC3CNC(=O)O3)cc2)cc1 (centres undefined)	1.4	i	i	-0.2	i	i	-8.3	i	i	i	i
COC(=O)c1ccc(CN(C)S(=O)(=O)c2ccc(C)cc2)o1	2.7	i	i	-5.7	i	i	-5.8	i	i	i	i
COc1ccc(CNC(=O)C2CCN(S(=O)(=O)c3cccc4nsnc34)CC2)cc1	-1.4	i	i	-5.6	i	i	-1.7	i	i	i	i
COc1ccccc1N1CCN(C(CNC(=O)C2CCCCC2)c2cccnc2)CC1 (centres undefined)	-0.4	i	i	-7.9	i	i	4.0	i	i	i	i
CC#CC[N+](C)(C)CCCCCC	-9.0	i	i	-5.6	i	i	-2.3	i	i	i	i
O=C(Nc1ccc(Oc2ccccc2)cc1)c1cnc2n(c1=O)CCS2	12.3	i	i	-2.9	i	i	-1.4	i	i	i	i
CCOc1ccc2nc(SCC(=O)Nc3ncccn3)[nH]c2c1	3.1	i	i	-2.7	i	i	5.2	i	i	i	i
COCCNC(=O)C1CC(c2ccc(C(F)(F)F)cc2)=NO1 (centres undefined)	nt	i	i	-1.0	i	i	-9.1	i	i	i	i
O=C(NNc1cccc(Cl)n1)Nc1ccc(Cl)cc1	-3.7	i	i	-8.0	i	i	3.6	i	i	i	i

(list continues)
SMILES	Dyrk1A ADPGlo	KCNQ1 inh	KCNK3 block	hERG rescue	KCNQ1 pot	TRPC4 agonist	HDAC3 inh	TRPC4 PAM	ANO1 block	TMEM16A act	KCNK9 inh
COc1ccc(C(=O)N2CCN(Cc3cc(OC)c(O)c(OC)c3)CC2)cc1OC	-3.7	i	i	-1.8	i	i	-7.8	i	i	i	i
O=C(c1cccc(S(=O)(=O)N2CCCC2)c1)c1cccc(S(=O)(=O)N2CCCC2)c1	-2.8	i	i	-2.9	i	i	10.7	i	i	i	i
COc1cccc(C(=O)NCC(c2cccs2)N2CCc3ccccc32)c1 (centres undefined)	-8.7	i	-13.9*	-7.0	i	i	-8.9	i	i	i	-17*
COc1cc2c(cc1OC)C(C)N(S(=O)(=O)c1cnc(Cl)c(Cl)c1)CC2 (centres undefined)	6.9	i	i	-8.2	i	i	4.0	i	i	i	i
O=C(Nc1nc(-c2cc(Cl)sc2Cl)cs1)c1ccccc1	0.6	i	i	-7.1	i	i	0.6	i	i	i	-9.47*
Cc1ccc(Sc2ccc(NC(=O)CCl)cc2)c(C)c1	nt	i	nt	-4.5	i	i	-4.4	i	i	nt	i

Filtered by structure, the entries above containing a thiophene ring, fused or not (7)
SMILES	Dyrk1A ADPGlo	KCNQ1 inh	KCNK3 block	hERG rescue	KCNQ1 pot	TRPC4 agonist	HDAC3 inh	TRPC4 PAM	ANO1 block	TMEM16A act	KCNK9 inh
COC(=O)N1CCc2c(sc(NC(=O)C3COc4ccccc4O3)c2C(N)=O)C1 (centres undefined)	3.8	i	i	-9.5	i	i	2.6	i	i	i	i
Cc1ccccc1OCC(=O)NNC(=O)C1CCN(c2ncnc3sc(C)c(C)c23)CC1	9.0	i	i	-12.1	i	i	1.2	i	i	i	i
N=c1c2c3c(sc2ncn1CCN1CCOCC1)CCCC3	8.4	i	i	-15.1	i	i	-3.2	i	i	i	i
Cc1ccc(C(C(=O)NCc2ccco2)N(C(=O)Cc2cccs2)c2cccnc2)cc1 (centres undefined)	-0.9	i	i	2.2	i	i	-9.8	i	i	i	i
NC(=NCCc1ccccc1)NS(=O)(=O)c1cccs1	2.1	i	i	-8.2	i	i	3.0	i	i	i	i
COc1cccc(C(=O)NCC(c2cccs2)N2CCc3ccccc32)c1 (centres undefined)	-8.7	i	-13.9*	-7.0	i	i	-8.9	i	i	i	-17*
O=C(Nc1nc(-c2cc(Cl)sc2Cl)cs1)c1ccccc1	0.6	i	i	-7.1	i	i	0.6	i	i	i	-9.47*

Source: PubChem
